M1 PAM parental: nonselective activator or artifact in parental CHO-K1 calcium assay. ATP EC20, Fluo-8 calcium fluorescence; 0% at ATP EC20, 100% at ATP max. activation, % at 3 µM. 360,000 compounds, 0.02% hits. AID 602247;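 active means activation above the run cutoff, the mean activation of all test compounds plus 3 SD, cut at about 40% in these data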;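 further: peak over basal fluorescence ratio in a 140 s read after ATP addition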
CHRM5 PAM: potentiates acetylcholine response at human M5 receptor; CHO-K1 hM5, Fluo-8 calcium, ACh EC20 PAM; 0% = ACh EC20, 100% = ACh EC100; activation, % at 3 µM; 360,000 compounds, 0.3% hits;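 active means activation above the run cutoff, the mean activation of all test compounds plus 3 SD, cut at about 18% in these data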
Target sequence (P08912 whole entry, looked up): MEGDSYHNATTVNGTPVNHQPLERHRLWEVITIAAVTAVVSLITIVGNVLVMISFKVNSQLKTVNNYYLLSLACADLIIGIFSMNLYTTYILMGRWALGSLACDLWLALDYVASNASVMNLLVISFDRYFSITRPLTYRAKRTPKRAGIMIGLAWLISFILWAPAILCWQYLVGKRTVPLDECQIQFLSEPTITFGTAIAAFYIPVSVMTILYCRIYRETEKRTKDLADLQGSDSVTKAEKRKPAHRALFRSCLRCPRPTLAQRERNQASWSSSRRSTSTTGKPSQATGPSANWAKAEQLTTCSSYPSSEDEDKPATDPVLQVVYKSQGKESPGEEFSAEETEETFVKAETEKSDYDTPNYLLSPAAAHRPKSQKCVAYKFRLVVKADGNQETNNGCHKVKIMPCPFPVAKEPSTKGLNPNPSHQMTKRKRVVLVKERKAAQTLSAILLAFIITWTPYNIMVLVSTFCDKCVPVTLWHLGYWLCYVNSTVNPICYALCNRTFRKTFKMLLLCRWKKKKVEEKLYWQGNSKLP
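System: CHO-K1 cell line with stable human muscarinic M5 receptor expression | Also added: EC20 acetylcholine as agonist stimulus | Compound: One concentration, 3 µM final (nominal) | Timing: Fluo-8 loading 80 min at 37 °C plus 30 min room temperature | Measured by: Fluo-8 calcium dye fluorescence, kinetic read | Read-out basis: % activation, ACh-normalized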
CRFR2-BP ag: CRF-BP/CRF-R2 complex agonism. activation, % at 13.2 µM. HEK293 CRF-R2/CRF-BP, calcium dye fluorescence (FLIPR); percent of saturating CRF peptide response. 350,000 compounds, 0.46% hits;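 active means activation of at least 50%, plus an integration ratio under a set limit after plate pattern correction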;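 further: plate controls were neutral control wells without compound for no effect and CRF at EC100 for full effect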
TAAR1 ag: human TAAR1 agonism; 360,000 compounds, 0.99% hits; CHO RD-HGA16 TAAR1, Fluo-8 calcium fluorescence; vehicle wells 0%, saturating PEA agonist 100%; AID 624467; activation, % at 3 µM;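 active means activation above the mean activation of all test compounds in the run plus 3 SD, cut at about 38% in these data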
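Repeats: no replicates (n 1) | Material: CHO-derived RD-HGA16 cells with stable Gα16 and human TAAR1 | Technique: Kinetic Fluo-8 calcium fluorescence | Schedule: 17-24 h seeding, 75 min 37 °C dye, 30 min RT | Evaluation: % activation from peak over basal fluorescence ratio, DMSO-to-PEA scaled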
M5 ag: agonists of human muscarinic M5 receptor (CHRM5); P08912; CHO-K1 hM5 cells, Fluo-8 calcium fluorescence; 0% DMSO wells, 100% maximal acetylcholine response; activation, % at 3 µM; 360,000 compounds, 0.19% hits;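 active means activation above the run's mean over test compounds plus 3 SD, cut at about 23% in these data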;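 further: signal is peak over basal fluorescence ratio across the kinetic read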
M5 antag: blocks acetylcholine activation of human M5 receptor | P08912 | CHO-hM5 cells, Fluo-8 calcium fluorescence, ACh EC80 | inhibition, % at 3 µM | 360,000 compounds, 0.59% hits | AID 624040;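 active means inhibition above a per-plate cutoff, the mean of that plate's test compounds plus 3 SD, cut at about 27% in these data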;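 further: 0% = acetylcholine EC80 with DMSO and 100% = DMSO without agonist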
CHRM4 PAM: positive allosteric modulators of human muscarinic M4 receptor | P08173 | CHO-K1 hM4/Gqi5, Fluo-8 calcium fluorescence, ACh EC20; 0% = ACh EC20, 100% = maximal ACh | activation, % at 3 µM | 360,000 compounds, 0.4% hits | AID 624126;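 active means activation above its plate's cutoff, the mean activation of sample wells plus 3 SD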; further: some results filed as inactive read as strong as hits
Target sequence (P08173 whole entry, looked up): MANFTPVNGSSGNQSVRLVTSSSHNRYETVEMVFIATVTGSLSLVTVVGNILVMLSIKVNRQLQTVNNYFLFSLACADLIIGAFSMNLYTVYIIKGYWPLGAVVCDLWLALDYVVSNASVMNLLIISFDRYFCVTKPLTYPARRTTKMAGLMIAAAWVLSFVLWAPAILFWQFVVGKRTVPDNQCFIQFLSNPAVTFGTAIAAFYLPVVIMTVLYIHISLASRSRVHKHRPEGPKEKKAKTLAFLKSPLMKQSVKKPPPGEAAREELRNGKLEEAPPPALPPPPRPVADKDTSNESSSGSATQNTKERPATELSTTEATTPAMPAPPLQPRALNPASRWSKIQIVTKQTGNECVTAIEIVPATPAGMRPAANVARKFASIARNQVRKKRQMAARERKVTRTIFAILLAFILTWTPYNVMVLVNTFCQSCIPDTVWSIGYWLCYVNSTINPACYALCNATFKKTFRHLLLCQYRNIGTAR
TAAR1 antagonist: human TAAR1 antagonism; inhibition, % at 3 µM; Q96RJ0; CHO RD-HGA16 TAAR1, Fluo-8 calcium fluorescence, antagonist; AID 624466; 360,000 compounds, 1.5% hits;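 active means inhibition above a per-plate cutoff, the mean inhibition of test compounds on that plate plus 3 SD, cut at about 49% in these data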;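 further: 0% = DMSO plus EC80 beta-PEA response and 100% = DMSO alone without agonist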
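Assay system: CHO-derived RD-HGA16 cells stably expressing human TAAR1 plus Gα16. Timing: 140 s kinetic read after compound, 140 s after agonist. Technique: kinetic Fluo-8 calcium fluorescence measurement. Measure: % inhibition of agonist calcium response.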
CRFBP-R2 block: blocks CRF-induced signaling of the CRF-BP/CRF-R2 complex. HEK293 CRF-R2/CRF-BP, CRF-induced calcium fluorescence. inhibition, % at 11.8 µM. 350,000 compounds, 0.59% hits. AID 588475;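 active means inhibition of the ligand-induced calcium signal above about 50% at the single tested concentration, limit read from the data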
Numbers without * were called inactive; . = not tested or not shown.

SMILES	M1 PAM parental	CHRM5 PAM	CRFR2-BP ag	TAAR1 ag	M5 ag	M5 antag	CHRM4 PAM	TAAR1 antagonist	CRFBP-R2 block
Cc1ccc(C(=O)OC2CCS(=O)(=O)c3sccc32)cc1 (stereo not drawn)	11.3	-2.0	-1.2	10.2	-1.3	-1.4	-4.6	-5.3	41.9
COCCNC(=O)CSCc1nc(-c2ccc(SC)cc2)oc1C	18.0	4.9	-0.2	7.8	-2.1	-4.3	3.5	-18.1	5.8
O=C(N/N=C/c1ccc(C(=O)O)cc1)C1=NNC(c2ccccc2)(c2ccccc2)C1	9.7	-3.4	0.5	2.9	-2.3	11.5	3.9	-3.9	-2.3
CCOc1ccc(NC(=O)N2CCN(CC)CC2)cc1	14.4	-2.0	0.5	0.2	-3.5	-2.3	3.1	13.8	9.8
NC(=O)CC[C@H](NC(=O)c1ccc(F)cc1)C(=O)OCC(=O)Nc1ccc(N2CCOCC2)cc1	20.0	1.8	-0.6	2.4	-1.7	-4.3	24.2*	-8.0	16.3
O=C(O)CC(CCc1ccccc1)OC1OC(CO)C(O)C(O)C1O (stereo not drawn)	5.8	-4.6	-0.4	0.4	1.4	2.6	0.1	-0.9	-0.7
CSc1nc(C)[nH]c(=O)c1C#N	-8.6	6.5	0.7	3.3	3.8	0.8	15.2	-14.5	6.9
O=C(Nc1cccc(C(F)(F)F)c1)C1CCCN1S(=O)(=O)c1cccc2cccnc12 (stereo not drawn)	15.9	-5.3	-0.1	6.0	1.8	3.5	-2.7	6.0	6.6
CCCC(=O)Nc1ccc(-c2csc(N/N=C\c3ccncc3)n2)cc1	-26.7	-8.7	-1.0	14.8	8.9	14.4	-9.6	60.4*	-0.3
Cc1cc(C(=O)N/N=C/c2cn[nH]c2-c2ccccc2)cs1	29.3	-0.6	-2.3	8.1	-2.3	-5.6	13.2	12.7	3.0
COc1ccc(-c2nc(-c3ccc(NC(=O)c4ccncc4)cc3)no2)cc1OC	-7.3	-15.9	0.0	.	6.8	8.0	-17.1	.	2.7
Cc1cc(C)n(-c2nc(C(=O)O)cs2)n1	4.8	2.1	-0.9	4.5	-0.8	-1.7	0.2	6.7	3.7
Cc1ccc(Sc2ncccc2C(=O)O)c(C)c1	18.3	-10.5	1.6	3.7	-1.2	10.4	-2.2	-17.8	25.4
Cc1cccc(NC(=O)CSc2cccc[n+]2[O-])c1C	1.7	-12.0	-0.3	0.7	0.6	15.6	-2.0	5.3	-8.2
CCCCc1c(O)nc(SC2CC(=O)N(c3ccc(C(=O)OCC)cc3)C2=O)[nH]c1=O (stereo not drawn)	-1.1	1.9	-0.1	1.0	2.6	3.8	-3.7	-5.4	-6.1
Cc1ccc(N2C(=O)CCSC23C(=O)Nc2ccccc23)cc1 (stereo not drawn)	0.3	-9.4	-0.6	10.9	-7.2	6.9	-17.8	-3.8	-5.3
CC(=O)N(CCC(c1ccco1)C(C)C)Cc1ccc(Cl)cc1 (stereo not drawn)	-3.8	-4.2	-0.8	-2.8	0.1	-0.6	1.5	-7.2	3.2
Cc1cc(C(=O)CN2CCCC2)c(C)n1-c1ccc(Cl)cc1	15.9	1.4	-0.8	1.7	-3.4	2.5	-13.6	-10.5	3.4
O=C(c1ccccc1)C(Sc1ncn[nH]1)c1ccccc1 (stereo not drawn)	20.2	5.5	-0.6	-0.1	-5.7	-3.7	-0.5	2.7	26.0
COC(=O)CN(c1ccc(F)cc1)S(=O)(=O)c1ccc2c(c1)OCCO2	-13.4	3.9	-0.3	9.5	-2.0	-8.8	-3.0	3.3	14.1
O=C1CC(N2CCN(S(=O)(=O)c3cccc(C(F)(F)F)c3)CC2)C(=O)N1Cc1ccccc1 (stereo not drawn)	-6.4	3.9	0.4	10.9	-2.6	2.4	2.1	14.3	-8.2
O=C1NCC(COc2ccc(Cl)cc2)O1 (stereo not drawn)	1.7	3.1	-1.9	-0.8	-0.1	8.3	-2.6	8.8	10.2
Cc1c(NC(=O)C(C)Oc2ccc(Br)cc2)c(=O)n(-c2ccccc2)n1C (stereo not drawn)	11.5	9.6	0.8	0.6	-3.9	12.1	4.8	-1.5	0.4
Cc1cccc(C)c1NC(=O)c1ccc2sc([C@H]3C[C@H](O)[C@@H](CO)O3)nc2c1	12.9	-1.3	.	1.2	0.2	1.6	7.6	-9.3	.
Cc1cccc2nc(CSc3ccccc3C(=O)O)cn12	18.1	4.1	0.0	3.1	-1.3	-8.2	-1.2	-15.6	4.3
Cn1nc(-c2ccc(Cl)cc2)c2cc(C(=O)N3CCCC3)sc21	16.9	5.6	-1.2	-0.7	2.3	-1.6	7.4	-62.5	0.7
CCC(=O)N1CCCc2cc(S(=O)(=O)N3CCN(C4CCCCC4)CC3)ccc21	14.9	2.4	-0.1	0.3	-8.0	-0.9	-5.2	-28.7	-7.9
CC1CCN(C(=O)c2ccccc2NC(=O)c2cccc(S(=O)(=O)N(C)C)c2)CC1	1.9	-4.5	-0.4	0.0	-3.4	1.3	2.7	-5.2	-0.3
CCOC(=O)CNC(=O)CSc1nnc(CCc2nc3ccccc3[nH]2)n1C	9.3	-2.4	-0.1	7.5	-3.4	11.1	6.5	-1.7	-3.2
Cc1ccc2c(c1)[nH]c1c(=O)n(CCN3CCNCC3)cnc12	11.7	0.4	1.0	14.7	-1.4	2.1	6.6	-24.2	11.7

Some of the entries above in a different format:
O=C1CC(N2CCN(S(=O)(=O)c3cccc(C(F)(F)F)c3)CC2)C(=O)N1Cc1ccccc1 (stereo not drawn)
  M1 PAM parental: -6.4
  CHRM5 PAM: 3.9
  CRFR2-BP ag: 0.4
  TAAR1 ag: 10.9
  M5 ag: -2.6
  M5 antag: 2.4
  CHRM4 PAM: 2.1
  TAAR1 antagonist: 14.3
  CRFBP-R2 block: -8.2
O=C1NCC(COc2ccc(Cl)cc2)O1 (stereo not drawn)
  M1 PAM parental: 1.7
  CHRM5 PAM: 3.1
  CRFR2-BP ag: -1.9
  TAAR1 ag: -0.8
  M5 ag: -0.1
  M5 antag: 8.3
  CHRM4 PAM: -2.6
  TAAR1 antagonist: 8.8
  CRFBP-R2 block: 10.2
Cc1c(NC(=O)C(C)Oc2ccc(Br)cc2)c(=O)n(-c2ccccc2)n1C (stereo not drawn)
  M1 PAM parental: 11.5
  CHRM5 PAM: 9.6
  CRFR2-BP ag: 0.8
  TAAR1 ag: 0.6
  M5 ag: -3.9
  M5 antag: 12.1
  CHRM4 PAM: 4.8
  TAAR1 antagonist: -1.5
  CRFBP-R2 block: 0.4
Cc1cccc(C)c1NC(=O)c1ccc2sc([C@H]3C[C@H](O)[C@@H](CO)O3)nc2c1
  M1 PAM parental: 12.9
  CHRM5 PAM: -1.3
  CRFR2-BP ag: .
  TAAR1 ag: 1.2
  M5 ag: 0.2
  M5 antag: 1.6
  CHRM4 PAM: 7.6
  TAAR1 antagonist: -9.3
  CRFBP-R2 block: .

Next entries follow:
SMILES	M1 PAM parental	CHRM5 PAM	CRFR2-BP ag	TAAR1 ag	M5 ag	M5 antag	CHRM4 PAM	TAAR1 antagonist	CRFBP-R2 block
CC(C)CN1CCN(Cc2nc3ccccc3s2)CC1CCO (stereo not drawn)	9.1	-3.3	2.7	2.0	-7.6	7.6	-5.5	0.8	21.5
CC(C)Cn1c(N)c(C(=O)COC(=O)c2cnc(Cl)c(Cl)c2)c(=O)n(C)c1=O	-5.1	-26.1	2.2	6.5	-1.1	21.3	-19.9	-7.0	-18.2
O=C(NC1CCCC1)C1CCCN(S(=O)(=O)c2cnc[nH]2)C1 (stereo not drawn)	15.1	1.9	0.1	-0.7	-1.2	-1.2	14.4	9.1	-3.2
CC(C)(C)OC(=O)CC(S(=O)(=O)c1ccccc1)S(=O)(=O)c1ccccc1	15.8	3.3	-0.2	-0.2	0.3	2.8	1.6	15.5	0.9
O=C(Cc1ccccc1F)Nc1cc(Cl)ccc1N1CCCC1	-7.6	0.5	-0.9	2.0	-5.7	2.1	-0.4	-5.1	-2.9
CS(=O)(=O)c1[nH]nc(-c2ccccc2)c1C#N	-0.4	3.6	-1.6	2.7	0.5	-1.5	-8.1	-16.6	1.3
COc1cccc(CNC(=O)c2cc3c(cc2Cl)N2CCCCCC2=NS3(=O)=O)c1	19.8	-0.4	-0.9	1.5	-4.7	11.1	4.7	4.0	0.4
CCc1ccc(N2C(=O)CN(Cc3cccs3)C2=S)cc1	-10.7	4.4	0.6	0.8	-3.9	5.5	18.8	-18.2	-4.9
COc1ccc(S(=O)(=O)N2CCN(c3ccc(C)cc3C)CC2)cc1OC	10.0	-15.2	-0.9	-0.1	2.5	5.9	-3.9	-6.2	21.3
COc1ccc(C(=O)NC23CC4CC(CC(C4)C2)C3)cc1	17.5	-0.7	-0.7	1.0	-1.4	10.5	6.3	2.2	-3.6

Four entries drawn at random from those above, as already listed:
SMILES	M1 PAM parental	CHRM5 PAM	CRFR2-BP ag	TAAR1 ag	M5 ag	M5 antag	CHRM4 PAM	TAAR1 antagonist	CRFBP-R2 block
CCc1ccc(N2C(=O)CN(Cc3cccs3)C2=S)cc1	-10.7	4.4	0.6	0.8	-3.9	5.5	18.8	-18.2	-4.9
CC(C)(C)OC(=O)CC(S(=O)(=O)c1ccccc1)S(=O)(=O)c1ccccc1	15.8	3.3	-0.2	-0.2	0.3	2.8	1.6	15.5	0.9
O=C(NC1CCCC1)C1CCCN(S(=O)(=O)c2cnc[nH]2)C1 (stereo not drawn)	15.1	1.9	0.1	-0.7	-1.2	-1.2	14.4	9.1	-3.2
COc1cccc(CNC(=O)c2cc3c(cc2Cl)N2CCCCCC2=NS3(=O)=O)c1	19.8	-0.4	-0.9	1.5	-4.7	11.1	4.7	4.0	0.4

The list goes on:
SMILES	M1 PAM parental	CHRM5 PAM	CRFR2-BP ag	TAAR1 ag	M5 ag	M5 antag	CHRM4 PAM	TAAR1 antagonist	CRFBP-R2 block
Cc1ccccc1NC(=O)C1CCCN1C(=O)NC1CCCCC1 (stereo not drawn)	7.3	6.6	0.0	9.9	-0.2	-5.5	3.3	-8.2	-9.2
COc1cc2nc(C3CCC3)n(NC(=O)C3CCCC(OC)C3)c(=O)c2cc1OC (stereo not drawn)	0.7	4.6	-0.7	4.8	0.2	-2.8	8.2	-3.4	29.5
O=C(COC(=O)c1ccccc1)NCc1cccs1	-12.2	12.2	0.9	0.4	0.9	-11.1	-2.6	-5.9	-3.2
CC(=O)c1ccc(Sc2ccccc2)c([N+](=O)[O-])c1	8.8	-7.4	0.4	1.1	-5.5	13.1	-4.5	-13.7	5.7
O=c1cc(-c2ccc(Cl)cc2)oc(=O)[nH]1	19.9	1.9	-3.2	-1.1	2.5	6.1	-6.1	1.5	-5.7
O=C(COc1ccc(Br)cc1)NCc1ccccn1	-7.3	9.3	-0.5	10.3	0.3	-9.7	9.3	8.4	-20.8
Cc1cc(C)c(NC(=O)CCCC(=O)O)c(Cl)c1	6.2	1.5	0.7	8.4	0.0	-0.8	7.6	-11.0	3.0
